Apaf1 inhib: inhibitors of human Apaf-1 apoptosome, primary screen, biochemical, DEVD-Rh110 fluorescence, uHTS; Apoptotic protease-activating factor 1 (Homo sapiens), O14727; reconstituted apoptosome caspase-3 activity; inhibition, % at 20 µM; hit rate 0.71% among 330,000; AID 489030, 2010; active = inhibition of at least 40% at 20 µM;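 also: plate controls were DMSO wells for no effect and DEVD-CHO caspase inhibitor wells for full effect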
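Assay system: Apoptosome proteins | Medium: pH 7.5 Hepes buffer with CHAPS, BSA, DTT | Also added: Cytochrome c and DEVD-Rh110 substrate | Times: 30 min plus 50 min, RT | Detection: Rhodamine 110 fluorescence at Ex 480/Em 540 nm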
SENP6 inh: SENP6 protease inhibitors, primary screen, biochemical, luminescence, uHTS. hit rate 1.8% among 330,000. Recombinant SENP6 catalytic domain, aminoluciferin luminescence. inhibition, % at 10 µM. AID 2599, 2010. Sentrin-specific protease 6 (Homo sapiens), Q9GZR1;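 active = inhibition above about 50% at the single tested dose, limit read from the data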;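 also: plate controls were DMSO wells with enzyme for no effect and DMSO wells lacking enzyme for full effect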
SENP8 block-1: SENP8 protease inhibitors, primary screen, biochemical, luminescence | AID 2540, 2010 | purified SENP8, Z-RLRGG-aminoluciferin cleavage | inhibition, % at 10 µM | hit rate 1.2% among 330,000; in the data active = inhibition above about 50%
Target sequence (Q96LD8 whole entry, looked up): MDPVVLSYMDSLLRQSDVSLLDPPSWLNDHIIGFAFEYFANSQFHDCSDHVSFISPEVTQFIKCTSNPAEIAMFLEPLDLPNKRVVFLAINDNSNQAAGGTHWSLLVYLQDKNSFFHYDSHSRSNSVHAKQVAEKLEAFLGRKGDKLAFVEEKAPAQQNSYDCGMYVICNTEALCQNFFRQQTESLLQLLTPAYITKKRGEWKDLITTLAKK
APOBEC3G inh: APOBEC3G DNA deaminase inhibitors, primary screen, biochemical, fluorescence, single-stranded DNA substrate, uHTS; recombinant A3G, ssDNA deamination FAM/TAMRA fluorescence; DNA dC->dU-editing enzyme APOBEC-3G (Homo sapiens), Q9HC16; hit rate 0.28% among 330,000; inhibition, % at 20 µM;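 active = inhibition of at least 40% at 20 µM, with no more than 30% in the related APOBEC3A deaminase screen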;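 also: plate controls were DMSO wells with A3G for no effect and wells lacking A3G enzyme for full effect; some compounds called inactive have numbers as strong as hits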
SENP7 block: SENP7 protease inhibitors, primary screen, biochemical, luminescence, uHTS; Sentrin-specific protease 7 (Homo sapiens), Q9BQF6; recombinant SENP7, Z-RLRGG-aminoluciferin luminescence, 40 min; inhibition, % at 5 µM; hit rate 1.5% among 330,000; AID 434973, 2010;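 active = inhibition above about 50% at the single test dose, limit read from the data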;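 also: plate controls were DMSO with enzyme for no effect and no enzyme buffer wells for full effect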
Target sequence (Q9BQF6 706-1050 limits assumed): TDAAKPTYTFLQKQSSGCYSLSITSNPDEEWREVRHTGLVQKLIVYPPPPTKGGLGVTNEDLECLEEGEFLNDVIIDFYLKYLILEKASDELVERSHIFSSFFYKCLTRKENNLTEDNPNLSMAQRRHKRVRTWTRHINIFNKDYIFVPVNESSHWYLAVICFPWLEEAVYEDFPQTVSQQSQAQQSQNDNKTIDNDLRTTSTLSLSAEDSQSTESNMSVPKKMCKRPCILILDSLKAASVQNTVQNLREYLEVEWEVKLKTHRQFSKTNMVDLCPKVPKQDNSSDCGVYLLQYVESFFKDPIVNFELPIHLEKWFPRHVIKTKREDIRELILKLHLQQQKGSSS
UBC13 inh: UBC13 polyubiquitin chain formation inhibitors, primary screen, biochemical, TR-FRET, uHTS. Ubiquitin-conjugating enzyme E2 N (Homo sapiens), P61088. inhibition, % at 20 µM. hit rate 0.47% among 330,000. AID 485273, 2010; in the data active = inhibition above about 45%, passing the limit was not always enough
Target sequence (P61088 whole entry, looked up): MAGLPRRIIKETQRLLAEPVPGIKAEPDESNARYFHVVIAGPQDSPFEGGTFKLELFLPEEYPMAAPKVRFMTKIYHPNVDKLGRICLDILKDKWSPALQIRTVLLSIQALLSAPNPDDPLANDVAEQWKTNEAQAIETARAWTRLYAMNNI
SENP8 block-2: human SENP8 protease inhibitors, primary screen, biochemical, fluorescence, Nedd8 protein substrate, uHTS. recombinant SENP8. inhibition, % at 20 µM. AID 602440, 2012. Sentrin-specific protease 8 (Homo sapiens), Q96LD8. hit rate 0.64% among 360,000; in the data active = inhibition mostly above about 40%, no sharp cut-off; inactive = mostly below about 27%
SENP1 FRET inh: human SENP1 catalytic domain inhibitors, primary screen, biochemical, FRET, uHTS; inhibition, % at 10 µM; AID 624204, 2012; hit rate 0.21% among 360,000; Sentrin-specific protease 1 (Homo sapiens), Q9P0U3; recombinant SENP1 catalytic domain, CyPet-SUMO1-YPet FRET cleavage;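 active = inhibition at least 30% at 10 µM, raw YFP signal under a set limit, fluorescence ratio 0.5 to 1.5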;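 also: 0% = enzyme with DMSO and 100% = no enzyme wells; some results filed as inactive read as strong as hits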
Target sequence (Q9P0U3 419-644 limits assumed): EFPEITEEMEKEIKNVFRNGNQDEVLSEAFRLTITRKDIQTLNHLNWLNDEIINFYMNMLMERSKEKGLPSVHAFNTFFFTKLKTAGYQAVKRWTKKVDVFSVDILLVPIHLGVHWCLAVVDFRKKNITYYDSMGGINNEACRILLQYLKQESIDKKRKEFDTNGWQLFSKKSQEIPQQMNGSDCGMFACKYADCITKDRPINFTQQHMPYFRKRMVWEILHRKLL
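system = hSENP1 catalytic domain, recombinant | reagent = SFCypet-SUMO1-SFYpet substrate at 25 nM | doses = one dose per compound, 10 µM, 0.5% DMSO | incubation = enzyme reaction for 50 min at room temperature, dark | measured by = FRET, CFP and YFP emission | controls = no-enzyme low, enzyme-DMSO high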
* = called active by the depositor; . = not tested or not shown.

The opening 4 records, ahead of the listing:
SMILES | Apaf1 inhib | SENP6 inh | SENP8 block-1 | APOBEC3G inh | SENP7 block | UBC13 inh | SENP8 block-2 | SENP1 FRET inh
CCCCNC(=O)CSc1nc2ccccc2c(=O)n1CCNC(C)=O | -2 | 5 | 0 | -3 | 4 | 0 | 3 | 3
Cc1cc(N2CCN(C)CC2)nc2ccc(NC(=O)CCC(=O)NCCC(C)C)cc12 | -14 | -23 | 2 | -3 | 0 | 10 | -426 | 1
CCOc1cc(/C=N/NC(=O)CN2CCOCC2)ccc1OCc1ccc(Cl)cc1 | 12 | -16 | -6 | -3 | -6 | -9 | 8 | -2
CSc1nc(C)c2c(c1C#N)CCCC2 | 5 | -3 | -2 | -7 | 10 | 23 | 18 | 1

All compounds of this part, repeating the preview:
SMILES | Apaf1 inhib | SENP6 inh | SENP8 block-1 | APOBEC3G inh | SENP7 block | UBC13 inh | SENP8 block-2 | SENP1 FRET inh
CCCCNC(=O)CSc1nc2ccccc2c(=O)n1CCNC(C)=O | -2 | 5 | 0 | -3 | 4 | 0 | 3 | 3
Cc1cc(N2CCN(C)CC2)nc2ccc(NC(=O)CCC(=O)NCCC(C)C)cc12 | -14 | -23 | 2 | -3 | 0 | 10 | -426 | 1
CCOc1cc(/C=N/NC(=O)CN2CCOCC2)ccc1OCc1ccc(Cl)cc1 | 12 | -16 | -6 | -3 | -6 | -9 | 8 | -2
CSc1nc(C)c2c(c1C#N)CCCC2 | 5 | -3 | -2 | -7 | 10 | 23 | 18 | 1
CN(Cc1ccco1)S(=O)(=O)c1csc(C(N)=O)c1 | -4 | -11 | -22 | -1 | -19 | -10 | 13 | 2
CO/N=C/c1cc([N+](=O)[O-])ccc1Sc1ccc(C)cc1 | 7 | 3 | 7 | -4 | 7 | 4 | 8 | 1
O=C(NCC1COc2ccccc2O1)c1ccc(NC(=O)C2CCCO2)cc1 (stereo unspecified) | -7 | 6 | 4 | -1 | 8 | 6 | 2 | 0
Cc1ccc(S(=O)(=O)CCC(=O)Nc2nc(-c3ccncc3)cs2)cc1 | 1 | 52* | 5 | -7 | -7 | 3 | 1 | -1
C=CCNC(=O)COC(=O)c1oc2ccccc2c1CSC1CCCCC1 | 14 | -12 | -2 | -4 | -2 | 19 | 2 | 1
COc1ccccc1NS(=O)(=O)c1ccc2oc(SC3CCOC3=O)nc2c1 (stereo unspecified) | 2 | -1 | -1 | -7 | 0 | -7 | 34 | -1
CN(CC(=O)Nc1ccc(F)c(F)c1F)C(=O)C1COc2ccccc2O1 (stereo unspecified) | -3 | 11 | -2 | -4 | -1 | 8 | -2 | 0
O=C(NCc1ccc2c(c1)OCO2)c1cccc(F)c1 | -3 | 1 | 5 | 25 | 3 | 9 | 18 | -1
CN(CC(=O)NCC1CCCO1)S(=O)(=O)c1ccc(Br)cc1 (stereo unspecified) | 4 | -13 | 3 | -4 | -3 | 2 | 2 | 1
CC(=O)n1cc([C@@H]2C=C(C(=O)N3CCOCC3)O[C@H](OCCCCO)C2)c2ccccc21 | 1 | -13 | -19 | -16 | -8 | 6 | -5 | 0
COc1ccc(NC(=O)Cc2ccccc2)cn1 | -2 | 3 | 7 | 0 | -5 | 4 | 9 | -4
Fc1cccc(Nc2nc3ccccc3n3nnnc23)c1 | 9 | 9 | 3 | -8 | 8 | 5 | -101 | -47
COc1ccc(NC(=S)N(CCc2nc3cc(C)c(C)cc3[nH]2)Cc2cccnc2)cc1 | 2 | -22 | 1 | -3 | 4 | 14 | 2 | 2
NC(=O)[C@@H]1CCCN1C(=O)c1ccc2oc(CCc3ccccc3)nc2c1 | 2 | -5 | -11 | -2 | 10 | -14 | 0 | 1
CCN(CC)S(=O)(=O)c1c(Br)cc(C)cc1Br | 6 | -6 | 0 | 3 | 9 | 11 | 23 | -2
COC(=O)C(C(=O)Nc1cccc(C)n1)C1CCCCCC1 (stereo unspecified) | 13 | -20 | -12 | -5 | -8 | -2 | 21 | 2
O=C(CCC(=O)N1CCSc2ccccc21)NC1CCCCC1 | 3 | -18 | -10 | -9 | -16 | 5 | 17 | 1
O=C(COc1nc2ccccc2nc1N1CCOCC1)Nc1ccc(S(=O)(=O)N2CCCC2)cc1 | 5 | 2 | 5 | -6 | 0 | 4 | -25 | -40
Cc1c(C(=O)N2CCCCC2)c(S(=O)(=O)N2c3ccccc3CC2C)c(C)n1C (stereo unspecified) | 7 | -2 | 19 | 0 | 1 | -4 | 16 | 0
FC(F)(F)c1ccc(N2CCN(c3cc(-c4ccccc4)nc4ncnn34)CC2)nc1 | 16 | 1 | -7 | 3 | 9 | 32 | -64 | -12
COc1ccc(CCNC(=O)c2c([S-])n(-c3ccc(C)cc3)c3cccc[n+]23)cc1 | -12 | 6 | 6 | -9 | 3 | 0 | -285 | -28
COc1cccc(NC(=O)c2nn(C)c3c2CS(=O)(=O)c2ccccc2-3)c1 | 10 | 19 | -2 | 3 | 2 | 4 | 2 | 2
C/C(=N\NC(=O)c1ccco1)c1cccc2ccccc12 | 2 | 14 | -10 | -10 | 2 | -6 | 8 | 3
O=C(Nc1ccc(Cl)cc1C(F)(F)F)C(Sc1nnc(-c2cccs2)o1)c1ccccc1 (stereo unspecified) | 11 | 46 | 17 | -1 | 10 | 2 | 11 | -5
COc1ccc(C2C(C(=O)Nc3ccccn3)=C(C)Nc3ncnn32)c(OC)c1 (stereo unspecified) | 1 | 1 | -5 | -3 | -4 | -6 | 7 | 3
O=[N+]([O-])c1ccc(N2CCCCC2)cn1 | -11 | -18 | -3 | -4 | 0 | -19 | 16 | 4
CCOc1ccc(CCNC(=O)CSCC(=O)Nc2ccc(OC)cc2)cc1OCC | 4 | -17 | -6 | -5 | -11 | -8 | 16 | 2
CN1CCN(c2nc3nonc3nc2N2CCN(C)CC2)CC1 | 6 | 3 | 2 | 0 | 14 | -5 | 32 | -14
CC(=O)c1ccc(OC(=O)COc2ccccc2)cc1 | 5 | -6 | -4 | 0 | 13 | 10 | 13 | 1
OCCNc1nc(Nc2ccc(Br)cc2)nc2ccccc12 | 27 | -15 | -12 | -7 | -1 | 43 | . | .
CCCCNC(=O)C1CC(=O)N(C2CCCC2)C1 (stereo unspecified) | -20 | 13 | 6 | -8 | 11 | 5 | 11 | 1
Cc1ccc(CNC(=O)CSc2nc3[nH]ncc3c(=O)[nH]2)cc1 | 1 | 7 | 1 | -1 | 3 | -7 | 2 | 1
Cc1ccc(-c2nnc(Nc3ccc(CC(N)=O)cc3)c3ccccc23)cc1 | -3 | -7 | 1 | -3 | -3 | 6 | -160 | -1
N=c1oc2ccc(Br)cc2cc1C(=O)NCc1ccccc1 | 27 | -13 | 1 | -7 | -2 | 4 | -3 | -9
O=C(CCC1CCCC1)N1CCN(C(=O)COc2ccccc2)CC1 | 6 | -4 | 4 | 2 | 6 | -6 | 9 | 1
Cc1ccc(S(=O)(=O)N2CCC(C(=O)Nc3ccc(S(=O)(=O)N4CCCC4)cc3)CC2)cc1 | 17 | -11 | -1 | -12 | -8 | -8 | 5 | -1
COc1ccc(CCC(=O)N2CCN(S(=O)(=O)c3ccc(OC)cc3)CC2)cc1 | 15 | -10 | -17 | 6 | -2 | -5 | 15 | -1
COc1ccc(CCC(C)NCC2CCCCC2)cc1 (stereo unspecified) | 3 | 1 | 1 | -1 | 1 | 3 | 25 | 2
O=C(Nc1ccccc1[N+](=O)[O-])c1cccc(N2C(=O)CCC2=O)c1 | -1 | -5 | -12 | -7 | -6 | -10 | 2 | 0
O=C(CCS(=O)(=O)c1ccc(Cl)cc1)NCCC1=CCCCC1 | 6 | -7 | -4 | -4 | -9 | 3 | 2 | 0
Cc1cccc(NC(=S)N/N=C/c2c[nH]c3ccccc23)c1 | 10 | -17 | -1 | 1 | 2 | 18 | -191 | -1
Cc1ccc(S(=O)(=O)N(C)C[C@@H]2Oc3c(NS(C)(=O)=O)cccc3C(=O)N([C@H](C)CO)C[C@@H]2C)cc1 | 5 | -2 | 4 | -6 | 1 | 5 | 8 | 2
COc1ccc(S(=O)(=O)Cc2ccc(C(=O)N3CCCC3)o2)cc1 | 10 | -17 | -5 | -4 | -6 | -2 | 6 | 0
CN(C)CCCNC1=CC(=O)OC12CCCCC2 | -7 | -14 | -5 | -6 | -3 | 4 | 20 | -3
Cc1ccc(C)c(NC(=O)Nn2cnnc2)c1 | 1 | 0 | -5 | 1 | 5 | -3 | 4 | 3
O=C(N1CCN(c2cccc(Cl)c2)CC1)C1(c2cccs2)CCOCC1 | 11 | -11 | -7 | 2 | 0 | 14 | 11 | 4
O=C(CC(Nc1ccccc1)C(=O)O)c1ccccc1 (stereo unspecified) | -1 | 79* | 54* | 0 | 10 | 0 | -32 | -13
Cn1cc(Cl)c(C(=O)Nc2nc3ccccc3s2)n1 | -14 | 96* | 96* | -5 | 1 | 0 | 2 | 3
COC(=O)c1cccc2c1-c1ccccc1/C2=N/O | 6 | 1 | -8 | -6 | 4 | 13 | 9 | 3
Cc1cc(C)n2nc(C(=O)OCC(=O)N3CC(C)CC(C)C3)nc2n1 (stereo unspecified) | 1 | 2 | -6 | -4 | 1 | 0 | 3 | 1
CCOC(=O)CNc1c(-c2ccc(O)cc2)nc2ccc(Cl)cn12 | 4 | 14 | 8 | -5 | -3 | 12 | -269 | -24
COc1ccc(-n2ncc3c(=O)n(CC(=O)NC(C)C)cnc32)cc1 | -10 | 2 | 5 | -4 | 4 | 8 | -7 | -1
CCCS(=O)(=O)c1nc(S(=O)(=O)c2ccc(C)cc2)c(N2CCC(O)CC2)s1 | 7 | -11 | -8 | -10 | -11 | -12 | 20 | 0
CCOc1ccc(C(=O)/C=C/c2cn(CN3CCN(C)CC3)c3ccccc23)cc1 | 32 | -22 | -20 | -5 | -9 | 22 | -286 | -25
O=C(COC(=O)C1CC2C=CC1C2)Nc1ccc2c(c1)OC(F)(F)O2 (stereo unspecified) | 4 | -6 | 1 | -7 | 4 | 9 | 6 | 3
C/C(=N\NC(=S)Nc1ccc(F)cc1)C1CC1 | -3 | 19 | 9 | 9 | 6 | 11 | 16 | 1

(list continues)
SMILES | Apaf1 inhib | SENP6 inh | SENP8 block-1 | APOBEC3G inh | SENP7 block | UBC13 inh | SENP8 block-2 | SENP1 FRET inh
Cc1cc(C)nc(N(C#N)Cc2ccccc2Cl)n1 | 3 | -7 | -4 | -1 | 14 | 3 | 17 | 3
COc1ccc(C2C(C#N)=C(N)Oc3cc(C)[nH]c(=O)c32)c(OC)c1OC (stereo unspecified) | 9 | 6 | 0 | -8 | 0 | -4 | 8 | -1
CC1=C(C(=O)N2CCOCC2)C(c2ccccc2F)NC(=O)N1 (stereo unspecified) | -2 | 12 | 7 | -2 | -2 | -5 | 4 | 0
O=C(O)COc1ccc(NC(=O)c2ccc(NC(=O)c3ccco3)cc2)cc1 | -3 | -16 | 2 | 1 | -5 | -10 | 2 | 2
CCOC(=O)c1ccc(NC(=O)CSc2nc(=O)n(CCN3CCOCC3)c3c2CCC3)cc1 | 10 | -5 | -7 | 13 | -2 | -5 | 4 | 0
NNC(=O)c1sc2nc(N3CCOCC3)c3c(c2c1N)CCCC3 | 10 | 17 | 1 | 1 | 3 | 0 | -389 | -106
COCC(=O)Nc1cc(OC)ccc1OC | -3 | -10 | 4 | -9 | 2 | 4 | 17 | 1
